High-throughput results as filed in PubChem BioAssay.
CD40 NFkB inh: CD40 pathway inhibition in BL2 cells; hit rate 0.94% among 83,000; inhibition, % at 10 µM; BL2 NF-kB luciferase reporter, CD40L-induced, 4 h;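 active = mean inhibition of at least 50% with a set share of replicates also reaching that level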;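 also: 0% = neutral control wells and 100% = IKK inhibitor VII at 50 µM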
* = called active by the depositor; [ ] = another dose, or the depositor's remark. A portion of the library (hit frequency here may not be typical).

SMILES | CD40 NFkB inh
C[C@H](CO)N1C[C@H](C)[C@@H](CN(C)C(=O)Nc2cccc(Oc3ccccn3)c2)OCc2cn(nn2)CCCC1=O | -12[25 µM]
O=C(O)CC1(CC(=O)NCc2ccc(-c3cccs3)cc2)CCCCC1 | 4
OC(COc1ccc(C2C=CCC2)cc1)CN1CCCCC1 (configuration not stated) | -34
Cc1cc(C)n(CCc2nc(-c3cccs3)cs2)n1 | -9
Cc1cnc(C(=O)OCc2cc(=O)n3c(C)cccc3n2)cn1 | 2
Cc1cc(C)c2c(=O)[nH]n(C(C)C)c2n1 | 2
CCOC(=O)c1cnn(-c2ccccc2)c1-n1cccc1C(=O)C(=O)N(C)C | 3
O=C(c1ccccc1F)N1C[C@H]2[C@@H](c3ccccc31)[C@@H](CO)N2C(=O)c1cccnc1 | 8[25 µM]
CCCC#Cc1ccc([C@H]2[C@@H](C#N)N(S(C)(=O)=O)[C@@H]2CO)cc1 | -35[25 µM]
C1CCN(c2nc3nonc3nc2N2CCCC2)C1 | 8
CN(C(=O)c1cccc(Br)c1)C1CCS(=O)(=O)C1 (configuration not stated) | 6
CN1CCN(C(=O)[C@H]2[C@H](CO)[C@H]3Cn4c(cccc4=O)[C@H]3N2Cc2cc(F)ccc2F)CC1 | -1[25 µM]
CCn1c(SCc2nc3ccccc3[nH]2)nnc1-c1cnccn1 | -42
Cc1cccc2nc(COc3ccc4ccccc4c3Br)cn12 | -50
C[C@H](CO)N1C[C@H](C)[C@H](CN(C)Cc2ccc(F)cc2)Oc2cc(C#CC(C)(C)O)ccc2S1(=O)=O | -1[25 µM]
O=S(=O)(NCC(O)COCc1ccco1)c1cccs1 (configuration not stated) | 4
Cn1c(=O)oc2cc(C(=O)c3ccccc3)ccc21 | -9
Cc1onc(-c2c(F)cccc2Cl)c1C(=O)N1CCN(c2ncccn2)CC1 | 10
O=c1c2c(n3nnnc3n1-c1ccccc1)-c1ccccc1CC21CCCC1 | 22
COc1ccc(NC(=O)N2CCCC2C(=O)NCc2ccc(C)cc2)cc1 (configuration not stated) | 11
C[C@@H]1CN([C@H](C)CO)C(=O)Cc2cc(NS(C)(=O)=O)ccc2O[C@H]1CN(C)C(=O)Nc1ccccc1 | -5[25 µM]
O=C(NCCCN1CCCC1)Nc1cccc2ccccc12 | 7
CCCCOC(=O)c1cccnc1 | 9
Cc1c(C(=O)NCc2ccccn2)sc2nc(-c3ccccc3)cn12 | -52
COCC#Cc1ccc([C@H]2[C@@H](CO)N3C(=O)CN(C(=O)c4ccncc4)C[C@@H]23)cc1 | -10[25 µM]
COc1ccc(-c2nnc(NC(=O)c3cccs3)s2)c(OC)c1 | 6
CCN(CC(=O)Nc1c(F)cccc1F)C(=O)CSCc1c(C)noc1C | 6
CC1(C)Cc2c(C#N)c(NCCc3ccccc3)nc(-c3ccco3)c2CO1 | 12
O=C(CNC(=O)c1ccc(Cl)c([N+](=O)[O-])c1)OC1CCCCC1=O (configuration not stated) | 7
COc1ccc(CCN2C(=O)c3ccncc3C2=O)cc1OC | 0
Cc1ccc(/C=N/NC(=O)C[n+]2ccccc2)o1 | 7
CCN(CC(=O)NC1CCS(=O)(=O)C1)C(=O)COc1ccccc1-c1ccccc1 (configuration not stated) | 5
C[C@H](NC(=O)C1CCN(S(=O)(=O)c2ccccc2)CC1)C(=O)NCc1ccccn1 | 4
c1coc(Cn2c(-c3ccco3)nc3ccccc32)c1 | -37
Cc1c(CNC(=O)C2CC2)c(-n2cccc2)n(Cc2ccccc2)c1C | -3
CN1CCN(C(=O)CN(c2cccc(Br)c2)S(=O)(=O)c2ccccc2)CC1 | -1
N#Cc1c(NCCN)nc(-c2ccco2)c2c1CCCC2 | -1
COc1ccc(C(=O)NNC(=O)c2cccc(S(=O)(=O)N3CCOCC3)c2)cc1 | -15
CC1CN(Cc2ccccc2)C(=O)NC1=O (configuration not stated) | 0
O=C(Nc1cccc(Cl)c1)N1C[C@@H]2[C@H](c3ccccc31)[C@@H](CO)N2C(=O)C1CCCC1 | 14[25 µM]

Ordered by count of non-hydrogen atoms (lowest first): part of the list above
SMILES | CD40 NFkB inh
CCCCOC(=O)c1cccnc1 | 9
Cc1ccc(/C=N/NC(=O)C[n+]2ccccc2)o1 | 7
COc1ccc(NC(=O)N2CCCC2C(=O)NCc2ccc(C)cc2)cc1 (configuration not stated) | 11

(more compounds)
SMILES | CD40 NFkB inh
CCOC(=O)N1CCC(NC(=O)C(Cc2ccccc2)NC(=O)c2ccco2)CC1 (configuration not stated) | 7
CCC(=O)Nc1cc(C(C)(C)C)ccc1C(C)=O | 9
O=C(NCc1ccco1)c1cc(-c2cccs2)nc2ccccc12 | 0
O=S(=O)(NCC(c1cccnc1)N1CCOCC1)c1cccs1 (configuration not stated) | 6
O=C(O)CCn1c(-c2ccccc2)cc2c1CCCC2=O | 6
CCCNCc1cc(Cl)c(OCC)c(Cl)c1 | 9
CCOCCCNC(=O)Cn1nc(-c2ccc(OC)c(OC)c2)ccc1=O | 1
COc1ccc(Cl)cc1S(=O)(=O)N1CCC(C(=O)NCc2ccccn2)CC1 | 4
COCC(=O)N1CC2(CCN(Cc3ccccc3)CC2)c2c([nH]c3cc(OC)ccc23)[C@H]1CO | -19[25 µM]
CCOCCCNC(=O)c1c(C)c(C(=O)OCC)n(C)c1C | 6

The final 5 compounds of the part above are carried over, then new ones follow:
SMILES | CD40 NFkB inh
CCCNCc1cc(Cl)c(OCC)c(Cl)c1 | 9
CCOCCCNC(=O)Cn1nc(-c2ccc(OC)c(OC)c2)ccc1=O | 1
COc1ccc(Cl)cc1S(=O)(=O)N1CCC(C(=O)NCc2ccccn2)CC1 | 4
COCC(=O)N1CC2(CCN(Cc3ccccc3)CC2)c2c([nH]c3cc(OC)ccc23)[C@H]1CO | -19[25 µM]
CCOCCCNC(=O)c1c(C)c(C(=O)OCC)n(C)c1C | 6
O=C(NC[C@@H]1N[C@@H](CO)[C@@H]1c1ccc(-c2ccccc2F)cc1)c1ccccn1 | 1[25 µM]
Cc1c(C)n(CCC#N)c2ccccc12 | 6
CC(C)C(=O)Nc1ccc(C(=O)CSc2nnc(C3CC3)n2C2CC2)cc1 | 0
CC(C)(C)c1ccc(C(=O)NCC(=O)NCc2ccccn2)cc1 | -10
CO[C@H](CN(C)Cc1cc(F)ccc1F)[C@@H](C)CN([C@@H](C)CO)S(=O)(=O)c1ccc(F)cc1 | 5
COc1cc(C(=O)NNC(=O)CCOc2ccccc2C)cc(OC)c1OC | 5
COC(=O)[C@H]1CCCN1C(=O)Nc1cccc(Oc2c(F)c(F)c(F)c(F)c2F)c1 | 6
C[C@H]1CN([C@@H](C)CO)C(=O)c2c(c3ccccc3n2C)-c2ccccc2CO[C@H]1CN(C)Cc1cccnc1 | -22[25 µM]
O=C(O)C(Cc1ccccc1)N=C(NS(=O)(=O)c1ccccc1)c1ccccc1 (configuration not stated) | 4
CCC(NC(=O)COC(=O)C1CC2CCCC(C1)C2=O)c1ccc(Br)cc1 (configuration not stated) | 8
Cc1cnc(C(=O)OCC(=O)N2CC(C)CC(C)C2)cn1 (configuration not stated) | 0
COc1cccc(CNCCOCCO)c1OC | 1
O=C(COC(=O)c1ccccc1C(F)(F)F)NC(=O)NCc1ccco1 | 2
COc1ccc(S(=O)(=O)N2C[C@@H](O)COC[C@H]3O[C@@H](CC(=O)N[C@H]4CCN(Cc5ccccc5)C4)CC[C@@H]32)cc1 | -3[25 µM]
O=C(NCCC1=CCCCC1)c1ccc(-n2cncn2)c([N+](=O)[O-])c1 | -7
CN1CCN(C(c2ccccn2)c2cc(Cl)c3cccnc3c2O)CC1 (configuration not stated) | 0
c1ccc(-n2c(-c3ccncc3)nnc2N2CCOCC2)cc1 | -7
COc1ccc2c3c(n(C)c2c1)[C@H](CO)NCC31CCN(C(=O)c2ccc(F)cc2)CC1 | 16[25 µM]
CNc1nc(N)nc(OC(C(F)(F)F)C(F)(F)F)n1 | 11
O=C(NCC1CCCO1)c1ccc(OC2CCN(C(=O)C3CC3)CC2)cc1 (configuration not stated) | -18
CN(C)c1nc(N)nc(CSc2ccccn2)n1 | -16
Cc1nc(C(=O)N2CCc3c([nH]c4ccccc34)C2c2ccccn2)cs1 (configuration not stated) | -1
Cc1ccc(NC(=O)OCc2cc(-c3ccccc3)on2)cc1 | -80
O=C(Cc1ccccc1)N1C[C@@H]2[C@H](c3ccccc31)[C@@H](CO)N2C(=O)C1CCOCC1 | 7[25 µM]
COc1cc(OC)c(N(C)S(=O)(=O)c2cccc(C(=O)OCC(=O)NCc3ccco3)c2)cc1Cl | 18
Cc1ccc2cccc(NC(=O)C(F)(F)F)c2n1 | -3
COc1nsnc1N1CCOCC1 | 1
COC(=O)C(C)NC(=O)CNS(=O)(=O)c1ccc(F)cc1 (configuration not stated) | 6
CS(=O)(=O)N1CCC(C(=O)N2CCC(Cc3ccccc3)CC2)CC1 | 2
O=C(CCc1ccccc1)Nc1ccc(N2CCCCC2)cc1 | -29

Some of these compounds in order of their number in CD40 NFkB inh, lowest first:
mol	CD40 NFkB inh
Cc1ccc(NC(=O)OCc2cc(-c3ccccc3)on2)cc1	-80
Cc1c(CNC(=O)C2CC2)c(-n2cccc2)n(Cc2ccccc2)c1C	-3
C[C@H](NC(=O)C1CCN(S(=O)(=O)c2ccccc2)CC1)C(=O)NCc1ccccn1	4

Following part.
SMILES | CD40 NFkB inh
COC(=O)[C@@H](NC(=O)CCc1nnc(-c2ccsc2)o1)C(C)C | -22
C[C@@H]1CN([C@@H](C)CO)C(=O)c2cccc(NS(=O)(=O)c3cn(C)cn3)c2O[C@@H]1CN(C)Cc1ccc(Oc2ccccc2)cc1 | 5[25 µM]
CCCCCCCCCCCCCCCC(=O)OCC1OC(n2ccc(N)nc2=O)C(O)C1O (configuration not stated) | 0
O=C(NC1CCC1)[C@@H]1[C@@H](CO)[C@@H]2Cn3c(ccc(-c4ccccc4)c3=O)[C@H]1N2 | 4[25 µM]
c1ccc(SCc2cn3cccnc3n2)nc1 | -5
Cc1nn(C)cc1S(=O)(=O)N1CCCCC1C (configuration not stated) | 17
O=S(=O)(c1ccc(F)cc1)c1snnc1-c1ccccc1 | 7
CCC(C(=O)OCC(=O)C1(O)CCC2C3CCC4=CC(=O)CCC4(C)C3C(O)CC21C)C(C)C (configuration not stated) | 4
CN1CCN(C(=O)c2cc3c(c(-c4cccc(Br)c4)n2)[C@H](CCO)N([S@@](=O)C(C)(C)C)C3)CC1 | -1[25 µM]
CC(C)CC(=O)NNC(=S)NCc1ccco1 | 4
O=S(=O)(Nc1ccc(-n2cnnn2)cc1)c1cccc(Cl)c1 | 3
Cc1c(C(=O)NCCC2=CCCCC2)sc2ncnc(N3CCCCC3C)c12 (configuration not stated) | 9
CCOC(=O)c1c(-c2cccs2)csc1NC(=O)COC(=O)c1c(C)noc1C | -1
CN(C)C(=O)c1cccc(-c2ccc([C@@H]3[C@@H](CO)N4CCCCN(CC5CCOCC5)C[C@H]34)cc2)c1 | -15[25 µM]
CC(=O)Nc1cccc(Oc2cnc3ccccc3n2)c1 | -37
Brc1ccccc1OCCCCCN1CCOCC1 | -16
O=C(C[C@@H]1CC[C@@H]2[C@H](COC[C@H](O)CN2S(=O)(=O)c2ccc(F)cc2)O1)NCCN1CCCCC1 | 4[25 µM]
Cc1nc(CNS(=O)(=O)c2ccc3c(c2)OCCO3)cs1 | 2
COc1ccc2c(c1)sc(=N)n2C | 24
O=C(Nc1ccccc1F)N1C[C@H]2[C@@H](c3ccccc31)[C@H](CO)N2C(=O)C1CCOCC1 | -26
Cc1onc(-c2ccccc2)c1C(=O)OCc1nnc(-c2ccccc2)o1 | -4
c1ccc(Nc2nnc(SCc3cccc4ccccc34)s2)cc1 | -23
c1ccc2c(c1)OCC(c1nnc3sc(-c4ccc5c(c4)OCO5)nn13)O2 (configuration not stated) | -7
Clc1ccc(-c2nc(-c3cnccn3)no2)cc1 | 29
O=C(CCN1C(=O)C2CCCCC2C1=O)Nc1ccc(OC(F)F)cc1 (configuration not stated) | -7
CCCC(=O)N1CC2(C1)CN(Cc1cccnc1)[C@H](CO)c1[nH]c3cc(OC)ccc3c12 | -19[25 µM]
CNc1cncc(-c2ccc(OC)c(OC)c2)n1 | 2
COc1ccc(CCN(C)C(=O)COc2ccc(N(C)S(=O)(=O)c3ccc(C)cc3)cc2)cc1OC | -17
Cc1ccc(S(=O)(=O)N2Cc3ccccc3CC2C(=O)Nc2cc(C)on2)cc1 (configuration not stated) | -6
CCN(CC)c1ccc(S(=O)(=O)N2CCOCC2)cc1NC(=O)COC(=O)C1=COCCO1 | -5

Four compounds drawn at random from the list so far, as already listed:
SMILES | CD40 NFkB inh
c1ccc(Nc2nnc(SCc3cccc4ccccc34)s2)cc1 | -23
Cc1onc(-c2ccccc2)c1C(=O)OCc1nnc(-c2ccccc2)o1 | -4
CCCC(=O)N1CC2(C1)CN(Cc1cccnc1)[C@H](CO)c1[nH]c3cc(OC)ccc3c12 | -19[25 µM]
c1ccc2c(c1)OCC(c1nnc3sc(-c4ccc5c(c4)OCO5)nn13)O2 (configuration not stated) | -7

The listing continues:
SMILES | CD40 NFkB inh
O=C(c1ccccc1)C1OC1C(=O)c1ccccc1 (configuration not stated) | -5
Cc1ccc(CC(=O)Nc2cccc(C)n2)cc1 | -56
CC(C)[C@@H](C)NC(=O)N(C)C[C@@H]1OCc2ccccc2-c2c(n(C)c3ccccc23)C(=O)N([C@H](C)CO)C[C@@H]1C | -11
CCOC(=O)c1c(C)oc2c1c1c(c3ccccc32)OCN(Cc2ccccn2)C1 | -43
